# SR-BI DiI inh: inhibitors of SR-BI mediated HDL lipid uptake, primary screen, ldlA[mSR-BI] cells, fluorescence, single point; Scavenger receptor class B member 1 (Mus musculus), Q61009; ldlA[mSR-BI] CHO cells, DiI-HDL uptake fluorescence, 3 h; inhibition, % at 12.5 µM; 320,000 compounds, 0.96% hits;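 active = mean replicate inhibition of at least 70% and a set share of replicates each scoring 70 or more; inconclusive = meets just one of the two criteria; inactive = fails both criteria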;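 also: 0% = median of neutral control wells and 100% = median of positive control wells; values of inactives mirror those of a sister screen read the other way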
# Target sequence (Q61009 whole entry, looked up): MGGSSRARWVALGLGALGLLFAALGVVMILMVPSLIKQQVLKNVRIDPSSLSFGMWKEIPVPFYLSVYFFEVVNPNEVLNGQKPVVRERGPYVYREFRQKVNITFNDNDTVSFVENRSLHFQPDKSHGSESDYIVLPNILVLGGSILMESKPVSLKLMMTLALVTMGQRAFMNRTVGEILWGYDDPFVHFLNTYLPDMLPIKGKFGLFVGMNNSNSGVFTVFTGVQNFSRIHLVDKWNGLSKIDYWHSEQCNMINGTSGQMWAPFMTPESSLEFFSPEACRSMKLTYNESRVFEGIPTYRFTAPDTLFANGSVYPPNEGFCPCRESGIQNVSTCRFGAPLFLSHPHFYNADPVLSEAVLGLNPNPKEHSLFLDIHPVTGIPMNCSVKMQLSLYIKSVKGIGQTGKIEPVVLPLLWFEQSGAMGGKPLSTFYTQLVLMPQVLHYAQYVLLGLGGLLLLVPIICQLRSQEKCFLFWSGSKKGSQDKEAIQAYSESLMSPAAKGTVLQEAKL
# PvdQ inh: P. aeruginosa PvdQ acylase inhibitors, primary screen, biochemical, fluorescence, plate reader and imaging, single point. 340,000 compounds, 0.063% hits. purified PvdQ acylase. PvdQ acylase [Pseudomonas aeruginosa LESB58]. inhibition, % at 10 µM; in the data active = inhibition above about 30%, passing the limit was not always enough; inconclusive = no clear call, values can overlap the other calls;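 also: 0% = vehicle neutral wells and 100% = reference inhibitor wells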
# MITF act: activators of MITF-driven TRPM1 promoter reporter, primary screen, cell-based, SK-MEL-5, luciferase, single point | activation, % at 12.5 µM | AID 588334, 2011 | SK-MEL-5 TRPM1-promoter luciferase, 24 h; % of positive control, neutral wells = 0 | 300,000 compounds, 0.75% hits;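 active = mean activation of at least 80% with every replicate also reaching 80%; inconclusive = mean reaches 80% but some replicate falls short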;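 also: 0% = neutral control wells and 100% = parthenolide positive control wells; values of inactives mirror those of a sister screen read the other way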
# CAL PDZ FP-1: untagged CAL PDZ binding inhibitors, primary screen, biochemical, fluorescence polarization, HTS | Golgi-associated PDZ and coiled-coil motif-containing protein (Homo sapiens), Q9HD26 | purified CAL PDZ, TMR-peptide fluorescence polarization, 1 h | inhibition, % at 24.9 µM | 300,000 compounds, 0.92% hits | AID 602252, 2012;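 active = mean inhibition of at least 30% with at least half of replicates also reaching 30%; inconclusive = no clear call, values can overlap the other calls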;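 also: 0% = DMSO neutral control and 100% = excess unlabeled competitor peptide PRC23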
# CAL PDZ FP-2: CAL PDZ peptide-binding inhibitors, primary screen, biochemical, fluorescence polarization, Cer-tagged CAL PDZ, HTS; purified CAL PDZ, TMR-peptide fluorescence polarization, 1 h; Golgi-associated PDZ and coiled-coil motif-containing protein (Homo sapiens), Q9HD26; AID 504414, 2011; inhibition, % at 20 µM; 330,000 compounds, 0.02% hits;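 active = highest replicate inhibition of at least 40%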;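 also: plate controls were DMSO neutral control wells for no effect and unlabeled competitor peptide control wells for full effect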
#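 Read-out basis: mP drop reported as inhibition | Assay system: Tagged CAL PDZ protein CerCALP, purified | Benchmarks: Unlabelled peptide for full inhibition, DMSO wells as neutral | Schedule: 1 h incubation at room temperature before polarization reading | Buffer or medium: Sodium phosphate/NaCl buffer pH 7.4 with TCEP, IgG, Thesit | Doses: Single point, 20 µM | Measured by: Fluorescence polarization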
# SR-BI DiI-HDL act: activators of SR-BI mediated DiI-HDL uptake, primary screen, ldlA[mSR-BI] CHO cells, DiI fluorescence. 3 h; 100 = double the neutral-control signal. activation, % at 12.5 µM. 320,000 compounds, 0.096% hits;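 active = mean replicate activation of at least 60% and every replicate at or above 60%; inconclusive = mean or all-replicate condition met, but not both; inactive = mean below 60% and not all replicates reaching 60%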;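 also: 0% = median plate neutral-control signal and 100% = twice that signal; values of inactives mirror those of a sister screen read the other way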
#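 System: LDL receptor-deficient CHO ldlA cells overexpressing murine SR-BI | Timing: 3 h uptake period with compound, 37 °C | Medium: HEPES-buffered (25 mM, pH 7.4) F12 plus 0.5% BSA | Dosing: Single-point compound dose | Signal: Bottom-read fluorescence, 550/595 nm | Read-out: Retained DiI signal reflecting DiI-HDL uptake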
# NSD2 HMT inh: NSD2 histone methyltransferase inhibitors, primary screen, biochemical, AlphaScreen, single concentration, set 2. inhibition, % at 12.5 µM. NSD2 peptide methylation, 120 min. Histone-lysine N-methyltransferase NSD2 (Homo sapiens), O96028. AID 743445, 2014. 310,000 compounds, 0.54% hits; in the data active = inhibition above about 50%
# PfHsp90 set2: growth inhibition of PfHsp90-expressing yeast, primary screen, antimalarial PfHsp90 inhibitor project, S. cerevisiae, BacTiter-Glo luminescence, single point, set 2; BacTiter-Glo ATP, 48 h; yeast lacking PDR1 and PDR3 efflux regulators; 310,000 compounds, 0.32% hits; inhibition, % at 9.4 µM;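 active = every replicate shows inhibition above about 80%, whatever the replicate mean, limit read from the data; inconclusive = mean inhibition reaches the set limit but some replicate falls short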;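 also: 0% = DMSO neutral controls and 100% = 20 µM radicicol positive controls; yeast relying on Plasmodium falciparum Hsp90 in place of its own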
# dFosB activator: activators of delta FosB homodimer, primary screen, biochemical, fluorescence polarization, TAMRA-CDK5 oligo, single point; Protein FosB (Mus musculus), P13346; purified delta FosB; percent of positive-control signal above neutral wells; activation, % at 25 µM; 340,000 compounds, 0.99% hits; AID 493131, 2011;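 active = mean activation above about 17%, with every replicate also reaching it, limit read from the data, passing the limit was not always enough; inconclusive = only one of the two conditions met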;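 also: fluorescence polarization rise as delta FosB binds a TAMRA Cdk5 AP-1 oligo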
# Rtt109 Vps75: inhibitors of C. albicans Rtt109/Vps75 HAT, primary screen, biochemical, ThioGlo CoA-SH fluorescence, plate reader; Histone acetyltransferase RTT109 (Candida albicans (strain SC5314 / ATCC MYA-2876)), …; purified Rtt109/Vps75, 4 h; inhibition, % at 34.9 µM; 330,000 compounds, 0.16% hits;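 active = inhibition of at least 50% in every replicate; inconclusive = best replicate reaches 50% inhibition but some replicates fall short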
# Target sequence (Q5AAJ8 whole entry, looked up): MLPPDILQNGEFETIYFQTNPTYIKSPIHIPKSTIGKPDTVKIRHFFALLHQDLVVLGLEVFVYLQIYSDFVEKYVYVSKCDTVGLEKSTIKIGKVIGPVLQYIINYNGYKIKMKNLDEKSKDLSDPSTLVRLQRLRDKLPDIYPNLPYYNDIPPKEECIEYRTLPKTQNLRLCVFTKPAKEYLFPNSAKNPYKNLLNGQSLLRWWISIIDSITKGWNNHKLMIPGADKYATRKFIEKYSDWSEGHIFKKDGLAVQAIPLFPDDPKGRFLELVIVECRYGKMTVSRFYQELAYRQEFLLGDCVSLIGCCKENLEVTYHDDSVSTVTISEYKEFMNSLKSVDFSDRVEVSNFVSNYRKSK
# * hit, by the source's call; ? = inconclusive; . = no result given.
SMILES,SR-BI DiI inh,PvdQ inh,MITF act,CAL PDZ FP-1,CAL PDZ FP-2,SR-BI DiI-HDL act,NSD2 HMT inh,PfHsp90 set2,dFosB activator,Rtt109 Vps75
CCn1c(C)cc2c(c1=O)C(c1ccc3c(c1)OCO3)C(C#N)=C(N)O2 (stereo unspecified),-39,4,-1,.,-2.2,39,1,-17,-3,-1
COC(=O)c1cc(C(=O)c2cc(Cl)ccc2O)coc1=N,-20,0,-5,-9,-2.0,20,1,11,-4,-2
COc1cc(/C=N/N=C2/NC(=O)C(c3ccccc3)S2)ccc1O (stereo unspecified),-3,-9,10,2,-0.4,3,4,9,-7,6
CCOc1ccc(CCNC(=O)c2cc3sccc3n2CC)cc1OCC,?,10,-11,-3,-0.1,-71,0,-23,-10,7
O=C(CSc1nnc(C2COc3ccccc3O2)o1)N1CCCC1 (stereo unspecified),-12,3,-2,2,-0.8,12,.,17,-8,3
CCNC(=O)NC(=O)COC(=O)CCCSc1nc2ccccc2[nH]1,4,13,11,-3,-1.7,-4,4,1,-5,10
COc1cc(C(=O)Nc2cccc(C)n2)ccc1OCC(=O)N1CCOCC1,-4,9,5,0,-0.1,4,-1,-26,-6,16
COc1ccc(-c2cc(Nc3ccccc3NC(=O)C(F)(F)F)n(CCC#N)n2)cc1,13,-1,-2,-1,-0.9,-13,-1,-89,-11,0
Cn1cccc1Cc1nnc(SCC(=O)NCCc2ccccc2)n1C,15,-7,2,-1,-2.6,-15,-2,27,-6,0
CC1=C2C3OC(=O)C(C)C3CCC2(C)C=CC1=NO (stereo unspecified),-10,-11,7,-7,0.3,10,-4,-10,-3,-9
CC(C)Cc1nc2sc3c(=O)[nH]cnc3c2c2c1CCC2,-16,-12,11,.,-1.8,16,0,-15,-11,-12
Cc1ccc2nc(SCC(=O)NCc3ccco3)c(C)cc2c1,15,-2,36,-4,-3.2,-15,1,-18,-10,3
COc1ccc(N2CCN(C(=O)CCc3cc(OC)c(OC)c(OC)c3)CC2)cc1,4,-13,-10,-6,-0.3,-4,1,-11,6,0
CCCS(=O)c1nc(C)cc(C)c1S(C)(=O)=O (stereo unspecified),-15,8,0,1,0.2,15,-2,2,-1,8
CCCCCc1c(C)nc(N2CCOCC2)[nH]c1=O,-10,-10,-18,1,0.3,10,1,18,8,9
CC(=O)c1cnc2c(-c3ccccc3)cnn2c1C,-6,-11,27,-5,-1.4,6,-4,-15,4,-5
COc1cc(O)oc1C=Nc1ccccc1,-14,-3,.,-2,-2.7,14,-1,.,-5,-1
COC(=O)Cc1c(C)c2c(O)cc(C)cc2oc1=O,-14,-6,9,-6,0.1,14,2,15,-1,-80
c1ccc(-c2csc3ncnc(N4CCOCC4)c23)cc1,-13,-6,2,-1,-1.1,13,-2,-13,3,-6
CCN(C[C@H]1N[C@@](C)(C(=O)OC)[C@H]2C(=O)N(C)C(=O)[C@@H]12)S(=O)(=O)c1ccc(OC(F)(F)F)cc1,-16,-7,4,-2,0.7,16,.,18,0,5
CCO[C@@H]1OC(C(N)=O)=C[C@H](c2cn(C(C)=O)c3ccccc23)[C@H]1CCCO,-36,-7,8,-2,0.3,36,.,-11,-2,-2
CCC1CCCCN1Cc1ccc(N)cc1 (stereo unspecified),-27,-5,-3,0,-1.3,27,10,-29,0,0
COc1ccccc1OCCNC(=O)Nc1ccc(Br)cc1,26,-2,8,-2,-0.4,-26,-1,-26,5,-6
O=C(O)CSc1nc2c(c(=O)[nH]1)CCCC2,-11,-5,-16,-4,-0.7,11,5,14,-3,-6
O=C(N/N=C/c1ccoc1)c1ccc([N+](=O)[O-])cc1,9,-13,-5,0,-2.9,-9,-2,-13,-6,-4
O=C(O)c1ccc(OC2CSC2)cc1,-15,-12,-9,0,-1.0,15,-1,5,-4,-4
Cc1ccc(NC(=O)CSCC(=O)N(C)Cc2ccc(Cl)c(Cl)c2)cc1,-2,-17,.,-3,-1.0,2,-2,-20,-11,2
Cc1cc(-c2nnc(SCC(=O)Nc3ccc(Cl)cn3)n2N)n[nH]1,1,4,7,4,-0.5,-1,6,-8,-3,10
CC(=O)NNC(=O)c1sc(=S)n2c1[nH]c(=O)c1sccc12,-9,-6,8,1,0.5,9,6,4,-4,-5
CCCCC#Cc1ccc2c(c1)COc1c3ccccc3nn1-2,8,-9,13,0,-0.8,-8,.,16,-5,6
CCOC(=O)c1c(C)nn(Cc2cccc(Cl)c2)c1N,-16,-8,-11,-2,-1.7,16,-1,-23,-9,5
Cc1ccc(-n2c(C)n[nH]c2=S)cc1,-5,-22,4,2,0.7,5,3,8,-2,-7
Cc1ccc(C)c(S(=O)(=O)N2CCCC2CNC(=O)C(=O)NCc2ccco2)c1 (stereo unspecified),10,7,-5,0,-1.3,-10,1,.,-3,2
O=C(Nc1nnc(S(=O)(=O)Nc2ccccc2)s1)c1ccccc1Cl,-22,-3,6,4,-0.6,22,2,18,5,3
O=C(N/N=C/c1cccs1)c1n[nH]c2c1CCC2,13,-8,-13,5,-2.5,-13,-1,-10,-3,-13
CC(NC(=O)c1ccccc1)C(=O)NNC(=O)c1ccccc1Cl (stereo unspecified),5,-8,0,-9,1.3,-5,-2,-32,5,-11
O=C(CSc1ncccn1)Nc1ccc(S(=O)(=O)N2CCCCC2)cc1,1,4,0,6,-3.1,-1,-1,-30,-3,11
CCn1ccnc1CN(C)C(=O)c1cc(COc2ccc(OC)c3ccccc23)on1,17,-12,-26,-1,-0.3,-17,5,-12,-13,5
Cc1ccc(C(=O)C2CCN(CC(=O)NC3CCCCC3)CC2)cc1,16,-3,-2,0,-0.5,-16,9,-7,-7,12
O=C(COc1ccc(Cl)cc1)OCc1ccc(Cl)cc1,-18,-16,-8,.,-1.1,18,-4,.,-1,-3
O=C(OCc1cccc(F)c1)c1ccc2c(c1)-c1ccccc1C2=O,53,-10,68,-3,-1.9,-53,0,-26,-16,8
OCC[C@H]1C[C@@H](O)[C@H](O)[C@]2(OCCc3ccccc32)O1,-10,0,0,0,-0.5,10,.,-29,3,1
COc1ccc(C2C(C(C)=O)=C(O)C(=O)N2c2nccs2)c(OC)c1 (stereo unspecified),-11,-8,-1,-9,-1.1,11,-1,-3,-7,-2
CC1(C)CC(=O)C2=C(C1)NC(=O)CC2c1ccccc1F (stereo unspecified),-3,-20,-11,-1,0.4,3,.,11,-9,2
O=C(O)CC/C(=N/Nc1ncc(C(F)(F)F)cc1Cl)C(=O)O,-1,-19,0,0,-2.1,1,-4,-11,0,-4
CCCCSc1nc(C)[nH]c1[N+](=O)[O-],5,0,.,-11,-0.8,-5,1,19,0,11
Cc1cccc(N2CCN(C(=O)COCc3cc(-c4ccc5c(c4)OCO5)on3)CC2)c1C,3,-1,-6,21,-2.3,-3,0,7,-3,15
CCCNC(=O)CN1C(=O)NC2(CCCc3cc(OC)ccc32)C1=O (stereo unspecified),10,-11,-3,-2,.,-10,-2,.,-2,-14
CCCN1CCc2[nH]c(=S)[nH]c(=O)c2C1,-32,-5,8,-3,1.0,32,0,17,-3,2
O=C(C[C@H]1C[C@H](C(=O)N2CCCCC2)[C@@]2(CCc3ccccc3)c3[nH]c4ccc(Cl)cc4c3CCN2C1=O)NCc1ccco1,-2,-22,-19,-4,0.2,2,.,-24,-8,2
C[C@@H]1O[C@@H](O[C@H]2[C@H](O)[C@@H](O)[C@H](Oc3c(-c4ccc(O)c(O)c4)oc4cc(O)cc(O)c4c3=O)O[C@@H]2CO)[C@H](O)[C@H](O)[C@H]1O,-13,-8,0,-4,-1.4,13,.,-10,1,1

# Structures from the list above that contain an aryl methoxy group, in the order listed:
SMILES,SR-BI DiI inh,PvdQ inh,MITF act,CAL PDZ FP-1,CAL PDZ FP-2,SR-BI DiI-HDL act,NSD2 HMT inh,PfHsp90 set2,dFosB activator,Rtt109 Vps75
COc1cc(/C=N/N=C2/NC(=O)C(c3ccccc3)S2)ccc1O (stereo unspecified),-3,-9,10,2,-0.4,3,4,9,-7,6
COc1cc(C(=O)Nc2cccc(C)n2)ccc1OCC(=O)N1CCOCC1,-4,9,5,0,-0.1,4,-1,-26,-6,16
COc1ccc(-c2cc(Nc3ccccc3NC(=O)C(F)(F)F)n(CCC#N)n2)cc1,13,-1,-2,-1,-0.9,-13,-1,-89,-11,0
COc1ccc(N2CCN(C(=O)CCc3cc(OC)c(OC)c(OC)c3)CC2)cc1,4,-13,-10,-6,-0.3,-4,1,-11,6,0
COc1cc(O)oc1C=Nc1ccccc1,-14,-3,.,-2,-2.7,14,-1,.,-5,-1
COc1ccccc1OCCNC(=O)Nc1ccc(Br)cc1,26,-2,8,-2,-0.4,-26,-1,-26,5,-6
CCn1ccnc1CN(C)C(=O)c1cc(COc2ccc(OC)c3ccccc23)on1,17,-12,-26,-1,-0.3,-17,5,-12,-13,5
COc1ccc(C2C(C(C)=O)=C(O)C(=O)N2c2nccs2)c(OC)c1 (stereo unspecified),-11,-8,-1,-9,-1.1,11,-1,-3,-7,-2
CCCNC(=O)CN1C(=O)NC2(CCCc3cc(OC)ccc32)C1=O (stereo unspecified),10,-11,-3,-2,.,-10,-2,.,-2,-14

# Ordered by formula weight (smallest number first): some entries from above.
SMILES,SR-BI DiI inh,PvdQ inh,MITF act,CAL PDZ FP-1,CAL PDZ FP-2,SR-BI DiI-HDL act,NSD2 HMT inh,PfHsp90 set2,dFosB activator,Rtt109 Vps75
CCCCSc1nc(C)[nH]c1[N+](=O)[O-],5,0,.,-11,-0.8,-5,1,19,0,11
OCC[C@H]1C[C@@H](O)[C@H](O)[C@]2(OCCc3ccccc32)O1,-10,0,0,0,-0.5,10,.,-29,3,1
O=C(OCc1cccc(F)c1)c1ccc2c(c1)-c1ccccc1C2=O,53,-10,68,-3,-1.9,-53,0,-26,-16,8

# From PubChem BioAssay
